Screening data as filed in PubChem BioAssay.
GSTO1 counter: inhibitors of recombinant GSTO1, primary screen, counter-screen for RBBP9 inhibitor project, biochemical, fluorescence polarization | Glutathione S-transferase omega-1 (Homo sapiens), P78417 | activity-based probe fluorescence polarization | inhibition, % at 5.96 µM | hit rate 1.1% among 300,000;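 active means inhibition above the campaign mean inhibition plus 3 SD, cut at about 35% in these data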;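 further: 0% = GSTO1-1 with DMSO and 100% = wells lacking GSTO1-1 enzyme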
PAFAH1B3 inh: PAFAH1B3 enzyme inhibitors, primary screen, biochemical, fluorescence polarization, human; Platelet-activating factor acetylhydrolase IB subunit alpha1 (Homo sapiens), Q15102; recombinant PAFAH1B3, FP-rhodamine probe; inhibition, % at 3.39 µM; hit rate 0.28% among 340,000; AID 492972, 2010;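 active means inhibition above the screen-wide average of all tested compounds plus 3 SD, cut at about 25% in these data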;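 further: 0% = enzyme with DMSO only and 100% = wells lacking PAFAH1B3 protein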
PAD4 FP inh: human PAD4 inhibitors, primary screen, biochemical, fluorescence polarization, 1536-well format. inhibition, % at 6.36 µM. recombinant PAD4, RCA probe fluorescence polarization. hit rate 0.41% among 330,000;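 active means percent inhibition above a cutoff equal to the mean of all tested compounds plus 3 SD, cut at about 15% in these data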;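 further: 0% = PAD4 with RCA probe and DMSO and 100% = probe without PAD4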
PREPL inh: PREPL enzyme inhibitors, primary screen, biochemical, fluorescence polarization | Prolyl endopeptidase-like (Homo sapiens), Q4J6C6 | recombinant PREPL, fluorescence polarization activity-based probe | inhibition, % at 5.96 µM | hit rate 0.68% among 320,000; in the data active means inhibition above about 43%;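 further: 0% = enzyme with DMSO and 100% = wells lacking enzyme; many of its hits are not listed in these tables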
PAFAH2 FP inh: PAFAH2 enzyme inhibitors, primary screen, biochemical, fluorescence polarization, human. Platelet-activating factor acetylhydrolase 2, cytoplasmic (Homo sapiens), Q99487. recombinant PAFAH2, FP-rhodamine activity probe. inhibition, % at 3.39 µM. hit rate 0.99% among 340,000;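 active means inhibition above the mean over all tested compounds plus 3 SD, cut at about 30% in these data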;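 further: inhibitors block probe labeling of enzyme so polarization drops; 0% = enzyme with DMSO and 100% = wells lacking PAFAH2 protein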
PAFAH1B2 FP inh: PAFAH1B2 enzyme inhibitors, primary screen, biochemical, fluorescence polarization, human; inhibition, % at 3.39 µM; recombinant PAFAH1B2, FP-rhodamine activity probe; Platelet-activating factor acetylhydrolase IB subunit alpha2 (Homo sapiens), P68402; hit rate 1.2% among 340,000;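 active means inhibition above the mean of all tested compounds plus 3 SD, cut at about 24% in these data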;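 further: 0% = enzyme with DMSO and 100% = wells lacking PAFAH1B2; many of its hits are not listed in these tables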
LYPLA1 inh: LYPLA1 inhibitors, primary screen, counter-screen for PME1 inhibitor project, biochemical, fluorescence polarization, FP-Rh probe ABPP; Acyl-protein thioesterase 1 (Homo sapiens), O75608; recombinant LYPLA1; inhibition, % at 5.9 µM; hit rate 0.16% among 320,000; AID 2174, 2009;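 active means inhibition above the mean of all tested compounds plus 3 SD, set per campaign, cut at about 14% in these data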;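 further: inhibitors block serine hydrolase probe labeling of LYPLA1 so polarization falls; 0% = enzyme with DMSO and 100% = wells lacking LYPLA1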
Target sequence (O75608 whole entry, looked up): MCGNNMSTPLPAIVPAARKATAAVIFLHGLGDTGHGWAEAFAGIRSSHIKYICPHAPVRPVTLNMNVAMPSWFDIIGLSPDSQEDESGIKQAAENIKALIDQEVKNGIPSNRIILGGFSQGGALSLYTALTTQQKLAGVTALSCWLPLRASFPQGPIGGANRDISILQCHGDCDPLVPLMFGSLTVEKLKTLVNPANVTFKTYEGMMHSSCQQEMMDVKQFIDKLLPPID
LYPLA2 counter: LYPLA2 inhibitors, primary screen, counter-screen for PME1 inhibitor project, biochemical, fluorescence polarization, FP-Rh probe ABPP. Acyl-protein thioesterase 2 (Homo sapiens), O95372. recombinant LYPLA2. inhibition, % at 5.9 µM. hit rate 0.38% among 320,000;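 active means inhibition above the screen-wide mean plus 3 SD, limit set per campaign, cut at about 26% in these data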;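 further: 0% = LYPLA2 with DMSO and 100% = wells lacking LYPLA2 enzyme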
Target sequence (O95372 whole entry, looked up): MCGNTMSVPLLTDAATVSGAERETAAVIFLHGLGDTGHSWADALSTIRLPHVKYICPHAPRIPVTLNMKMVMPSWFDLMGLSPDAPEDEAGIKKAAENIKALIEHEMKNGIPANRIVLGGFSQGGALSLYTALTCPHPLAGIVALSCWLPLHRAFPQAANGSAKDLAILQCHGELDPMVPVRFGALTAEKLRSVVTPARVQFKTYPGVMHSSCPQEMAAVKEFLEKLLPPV
pPAFAH inh: pPAFAH enzyme inhibitors, primary screen, biochemical, fluorescence polarization, human | inhibition, % at 3.39 µM | recombinant pPAFAH, FP-rhodamine probe fluorescence polarization | hit rate 1.5% among 330,000 | AID 463082, 2010;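 active means inhibition above the mean inhibition across the screen plus 3 SD, cut at about 25% in these data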;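 further: inhibitors block binding of the rhodamine activity-based probe so polarization drops; 0% = enzyme with DMSO and 100% = wells lacking pPAFAH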
Target sequence (Q13093 whole entry, looked up): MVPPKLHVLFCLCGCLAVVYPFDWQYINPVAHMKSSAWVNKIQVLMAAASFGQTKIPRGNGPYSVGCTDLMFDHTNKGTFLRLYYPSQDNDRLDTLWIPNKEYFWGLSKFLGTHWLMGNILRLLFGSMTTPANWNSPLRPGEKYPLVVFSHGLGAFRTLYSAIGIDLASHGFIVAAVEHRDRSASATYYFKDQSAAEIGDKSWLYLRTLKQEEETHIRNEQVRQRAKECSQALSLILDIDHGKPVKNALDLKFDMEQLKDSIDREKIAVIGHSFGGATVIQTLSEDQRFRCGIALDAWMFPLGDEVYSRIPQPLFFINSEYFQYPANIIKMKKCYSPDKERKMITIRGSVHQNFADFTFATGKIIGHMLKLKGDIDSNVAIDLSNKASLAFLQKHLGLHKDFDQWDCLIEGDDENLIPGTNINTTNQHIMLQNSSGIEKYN
Starred values were filed as active, the others as inactive; . = no result given.

SMILES | GSTO1 counter | PAFAH1B3 inh | PAD4 FP inh | PREPL inh | PAFAH2 FP inh | PAFAH1B2 FP inh | LYPLA1 inh | LYPLA2 counter | pPAFAH inh
CCN1CCCC1CNC(=O)Cn1cc2c(n1)CCC(C)C2 (stereo unspecified) | 2 | 11 | 2 | 1 | 0 | 1 | 0 | 0 | -2
CCCCc1ccc(-c2nc(NC(=O)C3C4CCC(O4)C3C(=O)O)sc2C)cc1 (stereo unspecified) | 7 | . | 2 | -1 | . | . | -4 | 1 | 17
COc1ccc(-n2nc(C(=O)NCC(=O)O)c3ccccc3c2=O)cc1 | 0 | 10 | 1 | -3 | 4 | 4 | 0 | 2 | 5
Cc1cnc(C(=O)OCC(=O)NCc2cccc(Cl)c2)cn1 | . | -4 | -1 | 7 | 3 | -1 | 0 | -4 | 1
Cc1[nH]nc(SCC(=O)NCC(C)C)c1[N+](=O)[O-] | -7 | 5 | -1 | 8 | 4 | 6 | 1 | 2 | 4
C/C(=N\Nc1ccc(C(=O)O)cc1)c1ccc(Br)cc1 | 14 | 2 | 0 | 3 | 9 | 14 | -3 | 2 | 17
CCOC(=O)c1c(C)[nH]c(C(=O)OCc2ccccc2)c1C | -3 | 5 | 2 | 12 | -8 | 1 | -3 | -6 | 22
COc1ccc(-n2nc(C(=O)NCC(=O)NC(C)C)c3ccccc3c2=O)cc1 | 7 | 3 | -5 | 13 | 0 | 7 | 3 | 10 | -2
Cc1ccc2[nH]c(=O)c(C3C(C#N)=C(N)Oc4c3ccc3cccnc43)cc2c1 (stereo unspecified) | -22 | 7 | -12 | 5 | 11 | 3 | -4 | -7 | 25*
Cc1ccc(CN2CCN(C3CCCC3)C(CCO)C2)s1 (stereo unspecified) | -2 | 8 | -4 | 10 | 5 | 1 | 4 | 5 | 2
COCCOC(=O)C1=C(C)NC(=O)NC1c1cc2c(cc1Br)OCO2 (stereo unspecified) | -11 | 6 | -2 | 18 | -5 | 7 | -1 | 0 | -1
COc1ccc(S(=O)(=O)Nc2cccc(C)n2)c2ccccc12 | 2 | 8 | 2 | 18 | 2 | -5 | 1 | -1 | 5
CSCCC(NC(=O)c1ccccc1)C(=O)NCCc1ccccc1 (stereo unspecified) | -1 | 7 | 4 | -8 | 4 | -6 | -7 | -9 | 4
O=c1[nH]cnc2c1sc(=S)n2-c1ccccc1 | 0 | 2 | 8 | -17 | -2 | 3 | 0 | 4 | 1
CC(OC(=O)CC1Sc2ccccc2NC1=O)C(=O)NC1CCCC1 (stereo unspecified) | 3 | -2 | -2 | 1 | 5 | 0 | -1 | -1 | 0
CC(=O)c1cccc(NS(=O)(=O)c2cc(OCC(N)=O)c(C)cc2Cl)c1 | 32 | 3 | 0 | 8 | 1 | 5 | 4 | 8 | 3
CCc1cccc(NC(=O)CSCc2nc3sc(C)c(C)c3c(=O)[nH]2)c1 | . | -8 | 0 | -10 | -5 | 0 | -6 | -3 | 1
CCOC(=O)c1c(C)[nH]c(C)c1S(=O)(=O)Nc1ccc(CN2CCCCC2)cc1 | -3 | 10 | 0 | -4 | 6 | -1 | -3 | 1 | 3
O=C(Nc1cccc(C(F)(F)F)c1)C(SCCO)c1ccccc1 (stereo unspecified) | 1 | 9 | -4 | -9 | 0 | 5 | -5 | -1 | 1
COc1cccc(-c2nnn(CC(=O)Nc3ccc(C)cc3C)n2)c1OC | 5 | -1 | -6 | 2 | -2 | 0 | -4 | -4 | 1

Next section; it opens with the 7 that closed the last part.
SMILES | GSTO1 counter | PAFAH1B3 inh | PAD4 FP inh | PREPL inh | PAFAH2 FP inh | PAFAH1B2 FP inh | LYPLA1 inh | LYPLA2 counter | pPAFAH inh
O=c1[nH]cnc2c1sc(=S)n2-c1ccccc1 | 0 | 2 | 8 | -17 | -2 | 3 | 0 | 4 | 1
CC(OC(=O)CC1Sc2ccccc2NC1=O)C(=O)NC1CCCC1 (stereo unspecified) | 3 | -2 | -2 | 1 | 5 | 0 | -1 | -1 | 0
CC(=O)c1cccc(NS(=O)(=O)c2cc(OCC(N)=O)c(C)cc2Cl)c1 | 32 | 3 | 0 | 8 | 1 | 5 | 4 | 8 | 3
CCc1cccc(NC(=O)CSCc2nc3sc(C)c(C)c3c(=O)[nH]2)c1 | . | -8 | 0 | -10 | -5 | 0 | -6 | -3 | 1
CCOC(=O)c1c(C)[nH]c(C)c1S(=O)(=O)Nc1ccc(CN2CCCCC2)cc1 | -3 | 10 | 0 | -4 | 6 | -1 | -3 | 1 | 3
O=C(Nc1cccc(C(F)(F)F)c1)C(SCCO)c1ccccc1 (stereo unspecified) | 1 | 9 | -4 | -9 | 0 | 5 | -5 | -1 | 1
COc1cccc(-c2nnn(CC(=O)Nc3ccc(C)cc3C)n2)c1OC | 5 | -1 | -6 | 2 | -2 | 0 | -4 | -4 | 1
CN(CC(=O)NCc1ccco1)C(=O)C1CC(=O)N(c2ccc3c(c2)OCCO3)C1 (stereo unspecified) | . | 4 | -1 | -3 | -1 | -2 | 3 | 4 | 1
Cc1cccn2c(=O)c3cc(C(=O)NC4CCCCC4C)n(C)c3nc12 (stereo unspecified) | 3 | 7 | 0 | 2 | 4 | 5 | 1 | -4 | 0
COc1ccc(Nc2nc(C(=O)N(CCO)Cc3ccccc3)cs2)cc1 | 3 | 11 | 1 | 2 | -5 | 8 | 3 | 6 | 0
CCCn1c(N)[n+](CC(=O)c2ccco2)c2ccccc21 | 6 | 13 | 4 | -2 | -6 | 3 | -5 | 2 | 9
CN(C)C(CNC(=O)CCc1c[nH]c2ccccc12)c1ccccc1 (stereo unspecified) | 1 | 4 | 1 | -4 | 3 | 7 | 0 | -4 | 0
O=C(Nc1nccs1)C(Br)C(Br)c1ccccc1 (stereo unspecified) | 1 | 0 | -6 | -16 | 1 | 1 | 1 | -11 | 2
COC(=O)CCC(=O)OC1(C)C(=O)C2=CN(c3ccccc3)C(c3ccc(OC)cc3)=CC2=C(Br)C1=O (stereo unspecified) | 45* | 1 | -20 | 30 | 8 | -4 | 2 | 3 | 20
CCOC(=O)C1CCN(C(=S)Nc2cc(OC)c(OC)cc2C(=O)OC)CC1 | 3 | 9 | 1 | 14 | 4 | 0 | 1 | 9 | -1
COC(=O)c1c(-c2ccccc2)csc1NC1=NS(=O)(=O)c2ccccc21 | 2 | 1 | 2 | 1 | 5 | 1 | -2 | -2 | 10
O=C1NC(Cc2ccccc2)C(=O)Nc2ccc(Br)cc21 (stereo unspecified) | -2 | 0 | -3 | -7 | -3 | 8 | -2 | -7 | 11
CCOC(=O)c1ccc(N2C(=O)C=C(N3CCOCC3)C2=O)cc1 | 12 | -6 | -1 | 2 | -3 | 1 | 1 | -3 | -3
c1ccc(CN2CCN(C3CCCSc4ccccc43)CC2)cc1 (stereo unspecified) | 2 | 8 | 5 | -9 | -5 | 8 | -1 | 2 | -4
Cc1ccc(C=Nc2ccccc2C(N)=O)s1 | -5 | 2 | 1 | 2 | -3 | 5 | -3 | 0 | -2
COC(=O)c1ccccc1NC(=O)N1CCN(C/C=C/c2ccccc2)CC1 | -3 | 5 | -3 | 4 | -2 | 2 | -3 | -2 | -5
O=C(NCCCN1CCOCC1)c1ccc(Br)cc1 | 2 | 5 | -3 | 13 | 5 | 5 | 0 | 2 | -4
COc1ccc(C(=O)N(Cc2sccc2C)C2CCS(=O)(=O)C2)cc1 (stereo unspecified) | 0 | 7 | -4 | -3 | -2 | 2 | -3 | 3 | 4
CCCOC(=O)Cn1cnc2scc(-c3ccc(OC)cc3)c2c1=O | 0 | 9 | 0 | 3 | 8 | 4 | 3 | -3 | -1
O=C(CN(CC1CCCO1)C(=O)CNS(=O)(=O)c1ccc(F)cc1)NCc1ccccc1 (stereo unspecified) | -3 | 3 | 0 | -1 | 10 | 4 | 2 | 4 | 12
c1ccc(COc2ccccc2CNc2nn[nH]n2)cc1 | 0 | 6 | -5 | -6 | -1 | 10 | -1 | -1 | 1
CC(=O)Oc1cccc(Nc2ncnc3ccccc23)c1 | -2 | 7 | -4 | 13 | 0 | -2 | 2 | -4 | -3
Cc1ccc(-c2nc(N)sc2CC(=O)OCC(=O)NCC2CCCO2)cc1 (stereo unspecified) | 4 | 2 | -9 | -2 | -4 | 2 | 0 | -2 | 3
Fc1ccc2[nH]c3c(c2c1)CN(C(=S)NCc1ccccc1)CC3 | 3 | 1 | 0 | 0 | -2 | 0 | -9 | -16 | 8
O=C(/C=C/c1ccco1)c1ccccc1O | 3 | 9 | -3 | -14 | 0 | 0 | 0 | 0 | 0
CCCSc1nnc(Cn2c(=O)sc3ccccc32)n1C | 6 | 6 | -2 | 1 | -5 | 2 | 6 | -3 | 2
Cc1[nH][nH]c(=O)c1N=Nc1ccccc1C#N | 4 | . | 0 | 4 | . | . | 0 | 5 | 2
Cc1ccc2nc(N(CCN(C)C)C(=O)c3ccc4ccccc4c3)sc2c1 | 4 | -2 | -1 | 2 | 1 | 9 | -3 | 0 | 4
Oc1oc(-c2ccccc2)nc1C=Nc1ccccc1 | 6 | 6 | -2 | 18 | 28 | 5 | 0 | 4 | 3
COc1ccc(-n2c(C)nc(N)c2C(=O)c2ccccc2)cc1 | 5 | 9 | -4 | 4 | -1 | -5 | -1 | 4 | 4
CN1C=CC=C/C1=C1/N=C(c2ccccc2)OC1=O | -4 | 6 | -6 | 14 | 1 | 6 | 0 | 3 | 0
CCCc1nn(C)c(C(=O)Nc2ccc(CC)cc2)c1Cl | 5 | -8 | -7 | 13 | 1 | 0 | -1 | -2 | 1
Cc1cccc(CCNC(=O)C2CCC(=O)N(Cc3ccc(Cl)cc3)C2)n1 (stereo unspecified) | -1 | 3 | -3 | 0 | 4 | 5 | 2 | 8 | 0

The list is partial (hit frequency here may not be typical).
